# Compound activity from PubChem BioAssay.
# Peg3 prom inh: Peg3 promoter-driven luciferase inhibitors, primary screen, cell-based, HeLa, luciferase luminescence; HeLa PEG-Prom luciferase reporter, overnight; inhibition, % at 20 µM; 360,000 tested, 1.7% active;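 active = inhibition of at least 50% at 20 µM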
# MITF TRPM1 inh: inhibitors of MITF-dependent TRPM1 promoter reporter, primary screen, cell-based, SK-MEL-5, single point, luciferase. inhibition, % at 12.5 µM. 330,000 tested, 0.83% active. SK-MEL-5 TRPM1 promoter luciferase, 24 h;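 active = mean inhibition across replicates of 60% or more, whatever share of single replicates reaches that level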; also: values of inactives mirror those of a sister screen read the other way
# HIF-2a inh: HIF-2a reporter inhibitors, primary screen, luminescence, 786-0 RCC cells; 360,000 tested, 0.72% active; inhibition, % at 18.8 µM; 786-0 RCC cells HIF-2a reporter, luciferase luminescence, overnight;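 active = inhibition of the luminescence signal of 40% or more relative to plate controls, in a single-dose primary screen at 18.75 µM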
# NR2E3 ag-1: inhibitors of NR2E3-RetCOR corepressor binding, primary screen, NR2E3 agonist project, biochemical, TR-FRET, GST-NR2E3, biotin-RetCOR; Photoreceptor-specific nuclear receptor (Homo sapiens), Q9Y5X4; 1536-well; inhibition of corepressor binding, % at 4.78 µM; 320,000 tested, 0.12% active; AID 2300, 2010;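 active = percent inhibition above the cutoff of mean plus 3 SD of all tested compounds, set per screening campaign, cut at about 20% in these data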;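 also: 0% = DMSO wells and 100% = biotin wells as full block of FRET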
# Target sequence (Q9Y5X4 whole entry, looked up): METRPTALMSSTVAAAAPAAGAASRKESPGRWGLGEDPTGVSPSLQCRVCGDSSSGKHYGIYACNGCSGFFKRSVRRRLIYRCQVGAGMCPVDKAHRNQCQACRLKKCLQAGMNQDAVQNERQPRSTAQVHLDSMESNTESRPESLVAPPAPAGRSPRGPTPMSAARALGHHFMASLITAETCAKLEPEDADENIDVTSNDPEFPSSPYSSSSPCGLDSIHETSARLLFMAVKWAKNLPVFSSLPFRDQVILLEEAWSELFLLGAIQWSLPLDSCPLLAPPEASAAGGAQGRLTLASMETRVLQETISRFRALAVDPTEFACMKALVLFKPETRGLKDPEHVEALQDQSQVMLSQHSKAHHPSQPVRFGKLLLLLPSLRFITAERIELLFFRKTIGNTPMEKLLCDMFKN
#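 Test system – NR2E3–RetCOR corepressor complex · Quantity – NR2E3 fusion 1.35 nM · Buffer or medium – Tris pH 7.5 · Incubation – Compound–protein incubation for 5 h at 4 °C · Technique – TR-FRET, Eu(K)-anti-GST donor, streptavidin-D2 acceptor, ex 340, em 617/671 nm · Evaluation – percent inhibition of 671/617 nm emission ratio versus biotin and DMSO controls · Plate – 1536-well format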
# Cardio protect: cardioprotection against H2O2-induced cell death, primary screen, uHTS, H9c2 cells, ATPLite luminescence; H9c2 cardiomyocytes, H2O2 injury protection, 2 h; protection from H2O2 cell death, % at 20 µM; 360,000 tested, 0.63% active; AID 588492, 2011;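 active = compounds giving at least 50% protection of heart cells from peroxide-induced death in the single-dose screen, raw or plate-pattern-corrected value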;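 also: 0% = DMSO wells with peroxide and 100% = DMSO wells without peroxide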
# HTR2A ag: mouse Htr2a agonists via beta-arrestin recruitment, primary screen, cell-based, luminescence | CHO-K1 mHTR2A beta-arrestin complementation; percent of 30 µM serotonin response | 360,000 tested, 0.66% active | activation, % at 7.6 µM | 5-hydroxytryptamine receptor 2A (Mus musculus), P35363;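 active = activation above a run cutoff, the mean activation of all tested compounds plus 3 SD, cut at about 14% in these data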;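 also: 0% = plate median of compound wells and 100% = 30 µM serotonin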
# CaV13 FRET inh: Disruptors of the CACNA1D IQ motif to Ca2+-dependent inactivation inhibitor domain association, primary screening, Förster resonance energy transfer in intact living … | HEK cells, CFP/YFP FRET ICDI-IQ, plate reader, 10 min; percent FRET-ratio fall versus neutral wells | inhibition, % at 12.3 µM | 340,000 tested, 0.098% active | AID 743397;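 active = mean replicate inhibition of at least 30% and at least 1% of replicates passing that level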;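 also: 0% = median of the neutral control wells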
# Shn3 inh set2: reduction of Shn3 3'UTR firefly luciferase signal, primary screen, Schnurri-3 inhibitor project, cell-based, Clone20 osteoblasts, set 2 | inhibition, % at 12.5 µM | Clone20 osteoblast Shn3 3'UTR firefly luciferase, 24 h | 360,000 tested, 0.52% active;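 active = mean inhibition of at least 75% with every replicate also reaching 75%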;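 also: 0% = median of neutral control wells and 100% = pilot-screen positive control compound; some compounds past the cut are filed as inactive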
# hiPSC survival: enhancers of single-cell hiPSC survival, primary screen, ATPlite luminescence | survival enhancement, % at 20 µM | 100% = ROCK inhibitor wells, 0% = DMSO | 360,000 tested, 0.044% active; in the data active = survival enhancement above about 18%;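 also: cells exposed to compounds for 16 hours before the ATP read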
# PDI turbidity: inhibitors of human PDI, primary screen, biochemical, turbidity, single point, plate reader | 350,000 tested, 0.052% active | Protein disulfide-isomerase (Homo sapiens), P07237 | inhibition, % at 10 µM | PDI insulin aggregation turbidity, A650, 90 min;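 active = mean inhibition across replicates of 30% or more, whatever share of single replicates reach that level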;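 also: absorbance from insulin aggregation driven by PDI reduction with DTT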
# Target sequence (P07237 whole entry, looked up): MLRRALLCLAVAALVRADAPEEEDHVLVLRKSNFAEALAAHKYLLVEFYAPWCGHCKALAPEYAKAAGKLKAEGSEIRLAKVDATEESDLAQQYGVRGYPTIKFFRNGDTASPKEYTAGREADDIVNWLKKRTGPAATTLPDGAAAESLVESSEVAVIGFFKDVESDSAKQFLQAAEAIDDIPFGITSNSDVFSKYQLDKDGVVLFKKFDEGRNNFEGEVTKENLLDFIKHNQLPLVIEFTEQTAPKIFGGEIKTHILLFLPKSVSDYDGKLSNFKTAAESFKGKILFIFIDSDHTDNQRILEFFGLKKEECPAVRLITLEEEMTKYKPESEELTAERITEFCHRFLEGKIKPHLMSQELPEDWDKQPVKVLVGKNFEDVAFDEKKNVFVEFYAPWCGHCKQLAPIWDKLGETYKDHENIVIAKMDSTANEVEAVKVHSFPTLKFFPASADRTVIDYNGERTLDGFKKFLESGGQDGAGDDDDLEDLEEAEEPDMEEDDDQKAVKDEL
# NR2E3 ag-2: NR2E3 agonists in two-hybrid cells, primary screen, cell-based, luminescence, CHO-S, Gal4-NCOR/VP16-NR2E3; Photoreceptor-specific nuclear receptor (Homo sapiens), Q9Y5X4; luciferase; inhibition of corepressor binding, % at 3.98 µM; 360,000 tested, 0.35% active; AID 602229, 2012;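 active = inhibition above the mean of all tested compounds plus 3 SD, cut at about 70% in these data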;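 also: 0% = DMSO with NR2E3 transfected cells and 100% = cells lacking NR2E3 construct; higher means lower luciferase signal from less NR2E3 corepressor binding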
# Starred values were filed as active, the others as inactive; x = not tested or not shown.
SMILES,Peg3 prom inh,MITF TRPM1 inh,HIF-2a inh,NR2E3 ag-1,Cardio protect,HTR2A ag,CaV13 FRET inh,Shn3 inh set2,hiPSC survival,PDI turbidity,NR2E3 ag-2
CCCCN(C)c1c(C)nc2ccc(C(=O)N(C)CCN(C)C)cn12,-1,x,4,x,6,-4,-5,4,2.1,0,-20
CCOC(=O)C1CCN(C(=O)c2ccccc2NC(=O)c2ccc(Cl)cc2)CC1,16,-6,17,-1,1,-2,-19,-7,5.2,6,12
CC1CCCCN1C(=O)Cn1nnc(-c2cccnc2)n1 (configuration not stated),22,-5,10,5,-2,5,x,4,5.8,23,-15
Cc1ccc(C)c(NC(=O)CCc2c(C)nn(-c3ccc(N4CCCCC4)nn3)c2C)c1,-56,-10,-11,4,-3,2,-7,-2,0.9,-3,-28
O=S(=O)(c1ccc(Br)cc1)N1CCC(c2nc3ccccc3[nH]2)CC1,23,25,20,0,11,-2,-3,22,-0.6,-5,7
CCN1CCN(C(=O)CCNC(=O)Cn2cnc3ccccc3c2=O)CC1,-12,1,5,1,-8,-3,-3,-5,-0.6,-5,-8
Cc1cccc(C(=O)OCC(=O)NCc2ccco2)c1,-5,-12,7,1,-12,-1,-5,-4,-0.4,-10,-24
COc1ccc(C(C)=O)cc1Cn1c(C)c(C(=O)NCCC#N)sc1=O,8,x,-2,x,2,0,-8,-6,-2.8,-8,-21
Cc1cc(C(F)F)n2nc(C(=O)Nc3sc4c(c3C#N)CCC(C)C4)nc2n1 (configuration not stated),-20,0,8,1,4,5,-3,-3,1.9,15,5
C=CCN1C(=O)c2ccc(C(=O)N(CCOC)c3c(N)n(CCCC)c(=O)[nH]c3=O)cc2C1=O,2,-13,22,1,1,4,-6,-22,0.0,-2,5
CC1=C(C(=O)N(C(C)C)C(C)C)CC(CC(=O)NCC2CCCCC2)C(=O)N1Cc1ccc(C(C)(C)C)cc1 (configuration not stated),x,x,-60,x,x,-3,-12,x,-3.3,x,30
CN(C)S(=O)(=O)c1cccc(NC(=O)CN2C(=O)NC(Cc3ccccc3)C2=O)c1 (configuration not stated),-1,x,4,3,-5,5,-6,0,0.2,10,-38
Cc1cn([C@H]2C[C@H](O)[C@@H](CNC(=O)[C@H]3CCC(=O)N3)O2)c(=O)[nH]c1=O,-1,x,-6,x,-11,2,-5,-6,7.4,0,3
CC1CC(C)CN(C(=O)c2ccc(N3CC4CC(C3)c3cccc(=O)n3C4)c([N+](=O)[O-])c2)C1 (configuration not stated),4,-9,9,3,14,2,-2,-8,-1.0,-1,-17
CC(=O)Nc1cccc(NC(=O)CS(=O)(=O)c2cn(CC(=O)N(C(C)C)C(C)C)c3ccccc23)c1,-2,1,9,-1,3,-2,x,-21,-0.4,2,-19
Cc1nc2c(C(=O)N3CCCCC3)cnn2c(C)c1Cc1ccccc1F,-229,-3,-164,0,-5,-2,-4,-31,-3.1,0,-74
CC(=O)c1ccccc1NC(=O)COC(=O)CCC1CCCC1,5,x,10,x,1,3,-6,-6,8.3,-6,-39
CCOc1ccc(C(=O)Nc2cc(S(=O)(=O)Nc3ccccc3Cl)ccc2N2CCOCC2)cc1,31,2,7,-3,1,5,-5,5,-0.8,10,5
CC1CN(C(=O)CCC(=O)NCCCN2CCN(Cc3ccccc3)CC2)c2cc(Cl)ccc2O1 (configuration not stated),8,-16,-1,-1,10,-17,-5,7,-0.6,8,16
COc1ccccc1-c1csc(C(O)c2ccc(F)c(F)c2)n1 (configuration not stated),3,x,-8,x,-10,-4,-6,9,0.4,-3,-32

# Reprinted at random: two records from the list.
SMILES,Peg3 prom inh,MITF TRPM1 inh,HIF-2a inh,NR2E3 ag-1,Cardio protect,HTR2A ag,CaV13 FRET inh,Shn3 inh set2,hiPSC survival,PDI turbidity,NR2E3 ag-2
CCOC(=O)C1CCN(C(=O)c2ccccc2NC(=O)c2ccc(Cl)cc2)CC1,16,-6,17,-1,1,-2,-19,-7,5.2,6,12
CCN1CCN(C(=O)CCNC(=O)Cn2cnc3ccccc3c2=O)CC1,-12,1,5,1,-8,-3,-3,-5,-0.6,-5,-8

# Taken from above:
# HIF-2a inh, `CC(=O)Nc1cccc(NC(=O)CS(=O)(=O)c2cn(CC(=O)N(C(C)C)C(C)C)c3ccccc23)c1` = 9
# CaV13 FRET inh, `CCCCN(C)c1c(C)nc2ccc(C(=O)N(C)CCN(C)C)cn12` = -5
# HTR2A ag, `C=CCN1C(=O)c2ccc(C(=O)N(CCOC)c3c(N)n(CCCC)c(=O)[nH]c3=O)cc2C1=O` = 4

# Continuation:
SMILES,Peg3 prom inh,MITF TRPM1 inh,HIF-2a inh,NR2E3 ag-1,Cardio protect,HTR2A ag,CaV13 FRET inh,Shn3 inh set2,hiPSC survival,PDI turbidity,NR2E3 ag-2
COc1ccc(NC(=O)CNc2cccc(S(=O)(=O)N3CCCCCC3)c2)c([N+](=O)[O-])c1,9,8,7,4,-5,0,-5,33,-0.5,3,12
COc1ccc2c(c1)[nH]c(=O)c1sc3ccccc3c12,12,16,-8,0,6,-1,x,8,0.5,-5,-2
Cc1cc2nn(-c3ccccc3)nc2cc1NC(=O)c1cccs1,-205,-51,-289,-2,-6,-4,-10,-25,-1.4,9,-208
CCN(CC)S(=O)(=O)c1cccc(C(=O)N[C@H](C(=O)Nc2nc3ccc(F)cc3s2)C(C)C)c1,-40,-5,-143,0,-11,-4,x,9,0.0,-4,-88
CCOC(=O)CSc1[nH]c2cc(OC)ccc2c1[N+](=O)[O-],12,20,16,-2,9,2,-4,-3,-0.5,-3,-17
CC(=O)C1=NOC(CNc2ncc(C(F)(F)F)cc2Cl)C1 (configuration not stated),-70,-31,-117,-2,-1,-3,-6,-31,4.3,2,-26
COc1ccc(CN2CCC(C)(Oc3cccc(F)c3)C2)c2ccccc12 (configuration not stated),-19,x,-10,x,-6,0,-9,5,0.7,-4,-12
O=C(N[C@@H]1C/C=C\C[C@H](CC(=O)N(CCO)Cc2ccccc2)C(=O)N[C@@H](Cc2c[nH]c3ccccc23)COC1=O)OCC1c2ccccc2-c2ccccc21,9,15,9,x,-20,3,-6,47,1.6,16,-30
COCCNC(=O)c1ccc(N2CC3CC(C2)c2cccc(=O)n2C3)c(NC(=O)c2ccc(F)cc2)c1 (configuration not stated),4,-2,7,-2,5,8,-15,-33,1.1,12,7
O=C(Nc1ccccc1)N(Cc1ccccc1)Cc1ccccc1,2,-2,-7,-1,4,-6,-6,-1,-1.2,-1,33
OC(c1ccc(Cl)c(F)c1)c1ncc(-c2ccc(Cl)cc2)[nH]1 (configuration not stated),12,x,-9,x,-27,1,-5,70,-2.1,3,68
CCc1nc(N[C@H](C(=O)O)C(C)C)c2oc3ccccc3c2n1,19,3,8,0,2,0,0,-3,0.2,7,-30
CC1=C(SCCC#N)S/C(=C2\SC(C)=C(SCCC#N)S2)S1,4,18,-16,3,-8,1,-3,2,-0.6,3,-16
COc1c2ccoc2c(OC(C)=O)c2oc(C)cc(=O)c12,16,6,13,2,7,2,-3,-14,-0.6,3,-45
CC(=O)N1CCc2cc(S(=O)(=O)CCC(=O)NCc3ccc4c(c3)OCO4)ccc21,17,8,12,2,-8,1,-2,4,-2.6,-123,-5
CC(O)(c1ccccc1)c1nc(-c2ccccc2)cs1 (configuration not stated),-7,x,-19,x,-18,0,-4,-8,6.0,2,-2
Cc1cc(=O)[nH]c(SCC(=O)c2ccc(C(C)C)cc2)n1,-66,-15,-81,0,-9,12,0,-3,1.9,-1,-35
COC(=O)c1cc(Nc2cc(C)c3c(O)cccc3n2)cc(C(=O)OC)c1,25,-15,-35,-1,2,-2,-5,16,-0.8,-6,-12
CCOC(=O)c1cc(C(=O)NCc2ccc(Cl)cc2Cl)nn1C,-11,6,-4,-3,0,4,-14,-10,4.5,0,-3
CCN(CC)S(=O)(=O)c1ccc(N2CCOCC2)c(NC(=O)COc2ccccc2C#N)c1,9,7,3,4,-3,-12,-2,22,2.0,-4,28
Cc1ccc(OCCNC(=O)c2ccc(NC(=O)CC3SC(N4CCCC4)=NC3=O)cc2)cc1 (configuration not stated),4,15,12,3,-2,-1,-2,3,-0.3,-2,-5
Cc1cc(C(=O)Nc2cnc3ccccc3c2)ccc1[N+](=O)[O-],-269,-1,-313,4,-3,1,-18,-45,-0.8,-4,-19
COc1ccc(OC)c(NC(=O)C2CCCCC2)c1,18,6,12,0,7,-1,0,27,-2.3,1,-38
COCC1CCN(Cc2cn(C)nc2-c2cccc(Cl)c2)C1 (configuration not stated),-1,-6,9,2,-2,-1,-7,7,0.9,-6,-18
CCOC(=O)C1=C(C)NC(C)=C(C(=O)OCC)C1c1cccc([N+](=O)[O-])c1,15,x,8,x,-8,4,-6,2,2.6,8,-36
O=c1cc(CNc2cc(C(F)(F)F)cc(C(F)(F)F)c2)nc2sccn12,33,-8,31,0,-5,-1,-5,20,2.2,1,47
c1ccc(Cn2nnnc2C(c2cccnc2)N2CCN(C3CCCCC3)CC2)cc1 (configuration not stated),40,-9,13,3,79*,8,-7,-4,1.1,-5,11
CCCCN(C(=O)CSc1nncn1-c1ccccc1OC)c1c(N)n(Cc2ccccc2)c(=O)[nH]c1=O,0,15,8,-1,-5,5,-2,-5,-0.6,-5,28
Oc1cccc(C(=S)N2CCN(Cc3ccccc3)CC2)c1,11,8,-4,-1,3,-10,-6,-5,-1.1,2,10
CSC1=NCCN1C(=O)c1ccc(S(=O)(=O)N2CCCC2)cc1,2,6,0,0,1,2,-2,-5,1.5,x,4
CCOc1ccc(NC(=O)CN(C)C(=O)c2c(-c3ccccc3Cl)noc2C)cc1OCC,-2,-12,2,0,14,-8,-6,8,0.1,-1,-11
Cn1nc(-c2ccc(C(=O)Nc3ccc(F)cc3)cc2)c2ccccc2c1=O,2,1,13,0,0,1,x,35,0.1,2,-14
COc1ccccc1CN(C)C(=O)C1COc2ccccc2O1 (configuration not stated),2,-13,-25,2,-4,0,-3,11,-1.2,4,-30
COc1ccc(S(=O)(=O)N2CCC(C(=O)NCCN3CCOCC3)CC2)cc1,-4,-2,12,2,0,2,-4,16,-0.3,3,-5
COC(=O)c1ccccc1NC(=S)NC(=O)c1ccccc1F,3,-6,-6,-1,8,-5,-4,-24,-0.9,4,-28
CC(C)Cc1ccc(CN2C(C(C)C)C(=O)N(Cc3cn(CCC4OCCO4)nn3)CCS2(=O)=O)cc1 (configuration not stated),21,x,2,x,1,8,-9,-4,3.3,x,0
